Lung fibro prol: blocks proliferation of human lung fibroblasts. 1.1% of 85,000 active. LL 47 human lung fibroblast viability, ATP luminescence; hits give low values. viability, % at 10 µM;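 active = viability at or below 50% in the single dose screen; inactive = viability above 50%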;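 note: compound exposure lasted 72 h before the ATP readout; 100% = median luminescence of untreated cell-only wells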
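test system = LL 47 human lung fibroblasts | amount = 1,150 fibroblasts seeded per well | medium = 15% FBS in IMEM | times = overnight cell rest, 72 h compound treatment at 37 °C | measured by = CellTiter-Glo luminescence measuring cellular ATP | read-out = viability percentage against median untreated-cell control | benchmarks = cell-only wells, no compound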
HUVEC inhibit: inhibitors of human endothelial cell proliferation. HUVEC proliferation, CellTiter-Glo luminescence, 72 h; hits give low values. viability, % at 10 µM (by protocol). 1.1% of 86,000 active;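 active = viability at or below 30%; inactive = viability above 30%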;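 note: 100% = median luminescence of DMSO-only cell control wells on each plate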
sEH act: increases human soluble epoxide hydrolase activity; P34913; purified human sEH enzymatic activity, activator screen; activation, % at 2 µM; 0.04% of 91,000 active; AID 717; in the data active = activation above about 37%; note: values of inactives mirror those of a sister screen read the other way
H69AR growth 86K: blocks growth of human H69AR lung tumor cells | H69AR lung tumor viability, ATP luminescence, 72 h; hits give low values | viability, % at 10 µM | AID 598 | 6% of 85,000 active;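 active = viability at or below 40%; inactive = viability above 40%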;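 note: multidrug resistant small cell line overexpressing MRP-1 efflux transporter; 100% = mean luminescence of untreated control wells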
ERb SRC1 inh: ER-beta (human) coactivator binding inhibition | Q92731 | TR-FRET ER-beta LBD / SRC1-Cy5 peptide binding; receptor agonist-loaded with 1 µM estradiol | inhibition, % at 25.6 µM | 1.3% of 86,000 active;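 active = compounds whose percent inhibition of the receptor-coactivator binding signal exceeds about 50% in the single-dose screen, limit read from the data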;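 note: 0% = receptor plus peptide wells without compound and 100% = peptide-only wells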
ERa coact pot: enhances coactivator binding to human estrogen receptor alpha; P03372; TR-FRET ERalpha-LBD/SRC-Cy5 coactivator binding, 2 h; 100 = basal binding, no effect; coactivator binding (% of control), % at 25.6 µM; 1.3% of 86,000 active; in the data active = activity above about 200%;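 note: binding measured in presence of low estradiol as agonist stimulus; 0% = peptide alone without receptor and 100% = receptor with peptide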
Target sequence (P03372 whole entry, looked up, the tested form may be a part): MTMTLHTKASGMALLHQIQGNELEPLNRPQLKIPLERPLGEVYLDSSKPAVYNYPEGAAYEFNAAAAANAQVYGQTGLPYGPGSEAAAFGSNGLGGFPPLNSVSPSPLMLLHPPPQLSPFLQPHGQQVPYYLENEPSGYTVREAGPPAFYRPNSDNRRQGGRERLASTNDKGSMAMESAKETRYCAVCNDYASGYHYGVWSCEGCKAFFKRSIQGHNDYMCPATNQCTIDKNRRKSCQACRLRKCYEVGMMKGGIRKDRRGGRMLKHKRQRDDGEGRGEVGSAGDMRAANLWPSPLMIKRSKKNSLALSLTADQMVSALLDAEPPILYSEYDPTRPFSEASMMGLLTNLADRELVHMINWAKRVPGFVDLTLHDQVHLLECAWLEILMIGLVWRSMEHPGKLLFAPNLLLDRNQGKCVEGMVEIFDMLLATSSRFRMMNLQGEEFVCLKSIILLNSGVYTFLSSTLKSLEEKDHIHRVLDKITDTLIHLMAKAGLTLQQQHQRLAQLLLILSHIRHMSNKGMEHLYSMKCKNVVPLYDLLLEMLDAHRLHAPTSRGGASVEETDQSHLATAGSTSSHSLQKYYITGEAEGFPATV
ERa SRC1 inh: ER-alpha (human) coactivator binding inhibition. inhibition, % at 25.6 µM. 1.7% of 86,000 active. TR-FRET ER-alpha LBD / SRC-1 peptide, estradiol-bound. P03372; in the data active = inhibition above about 50%;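 note: 0% = receptor plus peptide control and 100% = peptide only without receptor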
Smad3 inh: blocks human Smad3 binding to FoxH1 peptide; P84022; TR-FRET Smad3/Dy647-FoxH1 peptide binding, europium anti-His; inhibition, % at 25 µM; 0.29% of 88,000 active; AID 630;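 active = compounds that reduce the energy-transfer binding signal between the protein and its labelled peptide by more than half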;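 note: 0% = Smad3 plus labelled peptide maximal FRET and 100% = peptide-only background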
Target sequence (P84022 whole entry, looked up): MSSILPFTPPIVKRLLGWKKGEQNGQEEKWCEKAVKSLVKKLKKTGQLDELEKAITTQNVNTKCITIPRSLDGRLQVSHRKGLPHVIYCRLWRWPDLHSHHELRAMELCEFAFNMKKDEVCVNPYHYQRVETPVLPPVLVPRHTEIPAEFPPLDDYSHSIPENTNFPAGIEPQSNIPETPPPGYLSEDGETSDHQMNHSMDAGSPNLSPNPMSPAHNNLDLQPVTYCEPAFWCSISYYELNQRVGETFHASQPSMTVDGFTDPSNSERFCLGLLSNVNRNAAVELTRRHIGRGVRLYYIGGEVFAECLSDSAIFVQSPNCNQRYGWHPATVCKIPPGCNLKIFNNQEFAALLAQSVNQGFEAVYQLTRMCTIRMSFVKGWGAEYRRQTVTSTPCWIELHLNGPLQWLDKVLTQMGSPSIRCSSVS
Calb biofilm kill: kills Candida albicans biofilms; AID 834; C. albicans biofilm + clotrimazole, Alamar Blue; inhibition, % at 6 µM; 0.14% of 85,000 active;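 active = inhibition above 20%; inactive = inhibition below 20%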;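 note: preformed 24 hr biofilms exposed to compound for 48 hr; 0% = biofilm without compound and 100% = blank killed by clotrimazole plus chlorhexidine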
The depositor's hits bear a star; · = no result given; [ ] = remark or other dose.

Screens in order – Lung fibro prol, HUVEC inhibit, sEH act, H69AR growth 86K, ERb SRC1 inh, ERa coact pot, ERa SRC1 inh, Smad3 inh, Calb biofilm kill
1) COc1cc(C(=O)N2CCN(C(=O)Cc3ccccc3)CC2)cc(OC)c1OC
 : 97, 89, 2, 80, 5[fluorescence artefact?], 116, 4[fluorescence artefact?], -6, 10
2) Cc1ccc(N=Cc2ccc(N(C)C)cc2)cc1
 : 104, 98, -2, 101, -2, 108[fluorescence artefact?], -8, 3, 14
3) N=c1c2c(n(Cc3ccc(Cl)c(Cl)c3)c3c1CCC3)CCCC2
 : 74, 58, ·, 47, -6, 76, -2, 9, 6
4) CCC(=O)Nc1cccc(NC(=O)CSc2nnc(-c3ccc(NS(C)(=O)=O)cc3)n2CC)c1
 : 104, 100, -4, 90, 0[fluorescence artefact?], 112[fluorescence artefact?], 4[fluorescence artefact?], 0, 2
5) COC(=O)C(C(=O)OC)N1C(=O)CCC1=O
 : 102, 96, -1, 92, 0, 110, 3, 6, 6
6) COc1cccc(N2CCN(c3c4c(nc5ncnn35)CCC4)CC2)c1
 : 103, 89, 6, 78, 4, 122, -7, -2, 9
7) COc1c(C)cccc1C(=O)Nc1cc(Cl)ccc1N1CCOCC1
 : 88, 103, -8, 83, -2, 107, 3, 6, 5
8) Cn1nnc(NC(=O)COc2ccc(C3CCCCC3)cc2)n1
 : 97, 116, -6, 104, 4, 96, 15, 1, 0
9) Cc1csc(NC(=O)Cc2c[nH]c3ccccc23)n1
 : 99, 92, 10, 82, -1[fluorescence artefact?], 104, 3, -2, 9
10) COc1ccc(Oc2coc3c(CN(C)C)c(O)ccc3c2=O)cc1
 : 95, 103, 5, 96, 18, 102, 2, 10, 1
11) CCNC(=O)NC(=O)C(C)OC(=O)c1cc(S(=O)(=O)N2CCCCCC2)ccc1OC (stereo not drawn)
 : 95, 80, 1, 84, -4, 100, -1, 2, 3
12) O=C(Cn1c(=O)n(Cc2ccccc2)c(=O)c2ccccc21)NCc1ccco1
 : ·, ·, -5, ·, 8[fluorescence artefact?], 120, 6[fluorescence artefact?], -4, ·
13) CC1CCc2c(sc3nc(C4CC4)nc(N4CCN(C(=O)c5ccco5)CC4)c23)C1 (stereo not drawn)
 : 100, 64, 5, 76, 0, 69, -26, 6, 2
14) Cc1ccccc1NCCNc1ccccc1C
 : 101, 109, 6, 86, 4[fluorescence artefact?], 115, 4[fluorescence artefact?], -10, 6
15) CCN(CC)CCNC(=O)c1c(C)oc2cc(Br)c(OC)cc12
 : 91, 83, -2, 86, -7, 133, -1, -6, 2
16) Nc1nnnn1/N=C/c1cccc(OCc2ccccc2Cl)c1
 : 88, 17*, -2, 72, -6, 115, -9, -18, 7
17) CS(=O)(=O)N(CC(N)=O)c1ccc(F)c(Cl)c1
 : 100, 85, -9, 97, 5[fluorescence artefact?], 129, 5, 2, 1
18) COCCn1nnnc1CN(CCc1ccc(OC)c(OC)c1)Cc1cc2ccc(C)cc2[nH]c1=O
 : 98, 96, 6, 68, 1, 111, -12, 3, 7
19) CCOC(=O)N1CCN(C(=O)Cn2ncn3nc(-c4cccs4)cc3c2=O)CC1
 : 90, 89, 14, 64, 6, 89, 6, -4, 7
20) CC(=O)N1CCN(CC(=O)Nc2c(Cl)cccc2Cl)CC1
 : 101, 100, 1, 93, 1, 136, 34[fluorescence artefact?], 7, ·
21) Cc1cccc(N/C=C/c2onc(C)c2[N+](=O)[O-])c1
 : 98, 107, -12, 72, 27[fluorescence artefact?], 198, 8, 5, 9
22) Cc1ccn2cc(CCNC(=O)c3ccc(Br)o3)nc2c1
 : 96, 95, -13, 96, 5, 86[fluorescence artefact?], -7, 3, 13
23) Cc1oc(C)c(C(N)=O)c1C(N)=O
 : 97, 95, 0, 83, -5[fluorescence artefact?], 117, -13, 1, 1
24) CCCCC(=O)Nc1ccc2c(c1)OCCO2
 : 103, 91, -14, 88, -6, 106, -9, 1, -2
25) COc1ccccc1CN(CC(=O)NCc1ccc2c(c1)OCO2)C(=O)c1ccc2c(c1)OCCO2
 : 99, 88, 14, 81, -12, 93, -2, 5, 9
26) Cc1cc(NC(=O)Cn2nc(C(F)(F)F)c3c2CCC3)n(-c2ccccc2)n1
 : 108, 99, 6, 106, 8, 113, 4, -15, -4
27) Cc1nn(Cc2ccccc2Cl)c(C)c1C(=O)NCc1ccco1
 : 98, 99, -2, 94, 79*, 106, 3[fluorescence artefact?], 4, -5
28) CCCCOc1ccccc1NC(=O)CC1Nc2ccccc2NC1=O (stereo not drawn)
 : 98, 86, ·, 40*, -5[fluorescence artefact?], 102, 5, 7, 4
29) O=C(CN1C(=O)COc2ccc(Cl)cc21)Nc1ccc2c(c1)OCCO2
 : 109, 92, 11, 87, -2, 98, -14, 2, 7
30) CCc1nnc(NCn2nc(C)cc2C)s1
 : 106, 92, 5, 93, 5, 106, -3, 4[fluorescence artefact?], 12

Along the list, as entered above:
Compounds 1 to 7 in Smad3 inh, in turn: -6, 3, 9, 0, 6, -2, 6

(more compounds)
Screens in order – Lung fibro prol, HUVEC inhibit, sEH act, H69AR growth 86K, ERb SRC1 inh, ERa coact pot, ERa SRC1 inh, Smad3 inh, Calb biofilm kill
31) O=S(=O)(c1ccc2c(c1)OCCO2)N1CCC(O)(c2ccc(Cl)cc2)CC1
 : 105, 91, 2, 73, -12[fluorescence artefact?], 122, 0, 4, -7
32) O=C(CSc1nc(-c2ccccc2)cc(=O)[nH]1)N1CCc2ccccc21
 : ·, 88, -2, 76, -4, 96, -7, 14, 7
33) CCC(c1nnc(SCCNCCO)n1CCN1CCOCC1)N(C)C (stereo not drawn)
 : 97, 100, -3, 103, 3, 139, -7, -3, 5
34) O=C(CCc1ccccc1)N1CCN(CCO)CC1
 : 93, 100, ·, 98, -2, 122, 2, 3, 6
35) CC(OC(=O)c1nsc(Cl)c1Cl)C(=O)NCc1ccco1 (stereo not drawn)
 : 106, 106, 14, 86, 6[fluorescence artefact?], 93, 12[fluorescence artefact?], 1, 3
36) Cc1cccc(NC(=O)CN2CCN(CC(=O)Nc3cccc(C)c3)CC2)c1
 : 94, 90, ·, 42, -3, 119, -8, 1, 1
37) CC(C)(C)Cc1nnc(NS(=O)(=O)c2ccc(F)cc2)s1
 : 94, 99, -6, 95, 6, 98, 0, 1, 6
38) Cn1nc(-c2ccc(C(=O)NCC3CCCO3)cc2)c2ccccc2c1=O (stereo not drawn)
 : 102, 95, -4, 78, 8, 90, 9[fluorescence artefact?], 1, -5
39) Cc1cc(=O)oc2cc(Oc3ncccn3)ccc12
 : 98, 91, -4, 91, 11, 106, 6, 5, 2
40) C=CCN1C(=O)/C(=C2\SC(N3CCOCC3)=NC2=O)c2cc(Br)ccc21
 : 98, 91, 0, 79, 24[fluorescence artefact?], 67[fluorescence artefact?], 21, 5, 10
41) O=C(CCCn1c(=O)[nH]c2ccsc2c1=O)N1CCCCC1
 : 105, 107, 0, 72, 5, 98[fluorescence artefact?], 1, -12, 7
42) Cc1ccc(CNC(=O)CSc2nc(N3CCCCC3)nc(N3CCCCC3)n2)cc1
 : 84, 64, -6, 99, 4, 104[fluorescence artefact?], 0, 17, 9
43) COc1ccc(Nc2nc(CC(C)=O)ns2)cc1
 : 105, 98, 6, 105, 7[fluorescence artefact?], 102[fluorescence artefact?], 1, -8, -1
44) Cc1cc(C)n2nc(-c3cccnc3)nc2n1
 : 98, 97, 0, 101, 1, 116, -3[fluorescence artefact?], -12, ·
45) COc1ccc(-n2c(=O)cc(N3CCN(c4ccccc4OC)CC3)[nH]c2=O)cc1
 : 91, 86, ·, 104, -7, 106, -6, -4, -1
46) CC(NC(=O)NC1CCCCC1)C(c1cccs1)N1CCN(c2ccccc2)CC1 (stereo not drawn)
 : 90, 75, -44, 78, -5[fluorescence artefact?], 108, 8[fluorescence artefact?], -5, 11
47) COc1ccc(-c2cn3c(C)c(C(=O)N4CCCc5ccccc54)sc3n2)cc1
 : 52, 56, 7, 62, -7, 94[fluorescence artefact?], -7, -16, 7
48) Cc1ccc2[nH]c(=O)c(CN(Cc3cccs3)Cc3nnnn3Cc3ccccc3)cc2c1
 : ·, 74, ·, 46, 13[fluorescence artefact?], 116[fluorescence artefact?], 12, 2, 6
49) Cc1ccc(CNC(=O)C2CCN(S(=O)(=O)c3cnc[nH]3)CC2)cc1
 : 102, 103, 9, 98, -2[fluorescence artefact?], 114, 7[fluorescence artefact?], 2, -1
50) O=C(Nc1nnc(-c2ccco2)o1)C1CCCCC1
 : 98, 94, -8, 77, -2[fluorescence artefact?], 92[fluorescence artefact?], 3, -13, -4
51) CC(C)C1NC2(C(=O)c3ccccc3C2=O)C2C(=O)N(c3ccc(F)cc3)C(=O)C12 (stereo not drawn)
 : 104, 89, -9, 86, -8, 111[fluorescence artefact?], -2, 4, 6
52) CC(N1CCOC1=O)S(=O)(=O)c1ccccc1 (stereo not drawn)
 : 104, 93, 3, 95, -1, 105, 5, 5, 5
53) Nc1c(-c2ccc(Cl)cc2)nnn1-c1ccccc1
 : 95, 96, -1, 78, 1, 109, -4, -4, 8
54) Cc1ccc(C(=O)CSc2ccccn2)cc1
 : 93, 95, -5, 95, 0, 107, -14, 0, 8
55) Cc1nnc(SCCCn2c(N3CCN(c4ccccc4)CC3)nc3c2c(=O)[nH]c(=O)n3C)s1
 : 103, 94, 2, 77, -3, 123, 1, 1, 5
56) COc1ccc(F)cc1CN1CCN(c2cc(C)nc3c4c(C)cc(C)nc4nn23)CC1
 : 106, 81, ·, 87, -1[fluorescence artefact?], 110, 2[fluorescence artefact?], 4, 0
57) Cc1cc(C)c2c(CN3CCN(C)CC3)cc(=O)oc2c1
 : 99, 115, -6, 93, -4, 113, 1, 14, 2
58) CCOC(=O)C1CCN(C(=O)Cc2c(C(=O)O)[nH]c3ccccc23)CC1
 : 101, 94, ·, 102, -2[fluorescence artefact?], 121, 8[fluorescence artefact?], -2, 2
59) Cc1noc(N)c1C(=O)Nc1ccc(C(C)(C)C)cc1
 : 95, 96, 28, 60, -5, 173, 1, 1, 5
60) N/C(=N\OC(=O)Nc1ccc(Cl)cc1)c1ncc(C(F)(F)F)cc1Cl
 : 106, 67, -20, 32*, 1[fluorescence artefact?], 90, 2[fluorescence artefact?], -14, 2
61) O=C(NCCN1CCc2ccccc2C1)C1CCN(S(=O)(=O)N2CCCCC2)CC1
 : 90, 84, ·, 81, 2, 102[fluorescence artefact?], 3, 3, 7

Just HUVEC inhibit, sEH act and ERb SRC1 inh, for some of the entries so far:
cpd	mol	HUVEC inhibit	sEH act	ERb SRC1 inh
56	COc1ccc(F)cc1CN1CCN(c2cc(C)nc3c4c(C)cc(C)nc4nn23)CC1	81	·	-1[fluorescence artefact?]
57	Cc1cc(C)c2c(CN3CCN(C)CC3)cc(=O)oc2c1	115	-6	-4
58	CCOC(=O)C1CCN(C(=O)Cc2c(C(=O)O)[nH]c3ccccc23)CC1	94	·	-2[fluorescence artefact?]
59	Cc1noc(N)c1C(=O)Nc1ccc(C(C)(C)C)cc1	96	28	-5
60	N/C(=N\OC(=O)Nc1ccc(Cl)cc1)c1ncc(C(F)(F)F)cc1Cl	67	-20	1[fluorescence artefact?]

3 entries picked at random from those above, as already listed:
Screens in order – Lung fibro prol, HUVEC inhibit, sEH act, H69AR growth 86K, ERb SRC1 inh, ERa coact pot, ERa SRC1 inh, Smad3 inh, Calb biofilm kill
33) CCC(c1nnc(SCCNCCO)n1CCN1CCOCC1)N(C)C (stereo not drawn)
 : 97, 100, -3, 103, 3, 139, -7, -3, 5
13) CC1CCc2c(sc3nc(C4CC4)nc(N4CCN(C(=O)c5ccco5)CC4)c23)C1 (stereo not drawn)
 : 100, 64, 5, 76, 0, 69, -26, 6, 2
4) CCC(=O)Nc1cccc(NC(=O)CSc2nnc(-c3ccc(NS(C)(=O)=O)cc3)n2CC)c1
 : 104, 100, -4, 90, 0[fluorescence artefact?], 112[fluorescence artefact?], 4[fluorescence artefact?], 0, 2

Not all compounds are listed. The share of hits here may be higher or lower than overall.
